Insulin prom up = MIN6 insulin promoter up-regulation; MIN6 insulin promoter-GFP reporter, high-content imaging; hits give high values; z-score at 5 µM; 190,000 tested, 0.3% active; AID 1625;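 active means z-score above 3 at 5 µM with at least 500 cells counted in the well; inconclusive means wells under 500 cells, flagged as cytotoxic or low count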
WT yeast gro inh = growth inhibition of WT yeast, mitochondrial fusion screen; AID 1362; mitochondrial fusion phenotypic screen, WT strain; inhibition, % at 10 µM; 190,000 tested, 2.1% active; in the data active means inhibition above about 58%; tested in S. cerevisiae
Myeloid diff MLP = compounds promoting myeloid differentiation. 360,000 tested, 1% active. ER-HoxA9 myeloid progenitors, lysozyme-GFP differentiation, flow cytometry. calls only at 10 µM;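 active means normalized GFP-positive differentiation at or above the plate's own cutoff, the solvent-only control mean plus 3 SD; inconclusive means no clear call, values can overlap the other calls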;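 further: cells exposed to compound for four days before flow analysis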
bCat nuc transl = beta-catenin nuclear translocation modulation. HeLa beta-catenin nuclear translocation, immunofluorescence imaging. nuclear translocation activity, % at 5 µM. 190,000 tested, 0.3% active;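 active means nuclear translocation activity above 50% at 5 µM, with a well cell count of 50 or more; inconclusive means wells under 50 cells across six images, flagged as toxic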;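 further: per-cell ratio of nuclear to cytoplasmic median beta-catenin stain intensity; plate controls were DMSO negative control for no effect and GSK-3 inhibitor IX positive control for full effect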
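Signal – beta-catenin immunofluorescence imaging with DAPI · Test system – human HeLa cell line · Dosing – 5 µM primary single dose, 0.1% DMSO, 0.02–20 µM confirmation series · Measure – % activation, nuclear-to-cytoplasmic median beta-catenin signal ratio per cell · Incubation – 24 h compound exposure at 37°C, 5% CO2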
T cell HTS = modulates CD8 T cell binding to vesicles; 2C CD8+ T cell-vesicle binding, flow cytometry; hits give low values; calls only at 7 µM; 330,000 tested, 0.068% active; AID 2052;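 active means response, share of CD8 T cells binding vesicles, and their 90th percentile fluorescence all below set limits, cut at about 80% in these data, passing the limit was not always enough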
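Incubation: binding step 1.5 h, 37 °C, antibody labelling 20 min, ice; system: murine 2C transgenic CD8+ T lymphocytes; technique: cytometric PE anti-B7-1 and Alexa647 anti-CD8 signals after 1% paraformaldehyde fixation; also added: QL9-charged Drosophila Ld/ICAM-1/B7-1 vesicles; control set: naked versus QL9-loaded vesicles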
MT stabilizer = microtubule stabilizers in HeLa cells. HeLa tubulin immunostaining HCS, 24 h; share of cells brighter than vehicle mean+2SD. % tubulin-high responders, % at 10 µM. 200,000 tested, 0.83% active. AID 2205;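 active means plate Z-score above 3 for both tubulin-high and condensed-nucleus cell shares, with cell loss under 80%, at 10 µM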;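 further: anti alpha tubulin signal scored within the nucleus-defined area of each cell; some results filed as inactive read as strong as hits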
Autophagy HCS = modulators of autophagy | MEF GFP-LC3 puncta imaging; test concentration mostly 10 µM | calls only at 10 µM (by protocol) | 190,000 tested, 0.98% active | AID 463193;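 active means percentage of spot-positive cells more than 3 SD above its plate mean, without a fluorescence outlier flag or 80% toxicity; inconclusive means no clear call, values can overlap the other calls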;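 further: spot-positive cell cutoff set from DMSO-treated cells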
West Nile antiviral = West Nile virus antiviral activity, cell-based, CPE readout (AID 1621); CPE inhibition, % at 10 µM, or IC50 in µM where a hit was titrated; West Nile virus-infected cells, CPE inhibition; higher % means a stronger effect; 290,000 tested, 0.02% active; in the data active means a potency from the dose series; inconclusive means CPE inhibition mostly from about 3.7% at the one dose, without a potency; inactive means the rest, 99 in 100 with CPE inhibition below about 2.2%; further: strong numbers were not always called active
Hep lipid drop = hepatic lipid droplet formation modulation; AML12 mouse hepatocytes, oleate lipid droplets, BODIPY imaging; inhibition, % at 6.5 µM; 240,000 tested, 0.4% active; AID 1656;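 active means lipid droplet intensity inhibited by at least 50%, with more than 500 cells counted; inconclusive means wells with under 300 cells, treated as cytotoxic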
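Assay system: AML12 mouse liver cells | Compound dosing: One dose, 6.5 µM compound | Read-out basis: Droplet intensity reduction, % inhibition | Measured by: Fluorescence imaging, 20x objective, two fields per well | Schedule: Overnight treatment with compound plus oleate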
WT yeast gro inh mutant strain = further read-out of WT yeast gro inh, marked with its call; inhibition, %; mitochondrial fusion phenotypic screen, mutant strain inhibition
Insulin prom up cell count = further read-out of Insulin prom up, marked with its call; cell count; measured here: cytotoxicity, nuclei count;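 total cells summed across four imaged fields per well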
Hep lipid drop cells 6.5 µM = further read-out of Hep lipid drop, marked with its call; cell count; measured here: cell count, cytotoxicity flag;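 cells counted across two imaged fields per well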
bCat nuc transl cell count 5 µM = recorded beside bCat nuc transl, whose call it bears; cell count; measured here: cell count, cytotoxicity flag
T cell HTS vesicle-bound % = second read-out of T cell HTS, no call of its own (marks repeat the call); double positive events, %; measured here: CD8+ vesicle-bound cell fraction;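 binding gate set so that unloaded-vesicle control wells show 10% double positive cells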
MT stabilizer Hoechst-high % = recorded beside MT stabilizer, whose call it bears; % Hoechst-high responders; measured here: nuclear condensation Hoechst responders;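 share of cells brighter than vehicle mean plus two SD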
MT stabilizer cytotoxicity % = recorded beside MT stabilizer, whose call it bears; toxicity, %; measured here: cytotoxicity by cell density;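 0% = mean cell density of plate MIN control wells and 100% = no cells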
Autophagy HCS cell loss 18 h = recorded beside Autophagy HCS, whose call it bears; toxicity, %; measured here: cell loss, nuclei count;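 cell loss after 18 h compound exposure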
Myeloid diff MLP GFP+ MAC1+ % = also measured in Myeloid diff MLP; calls as there; GFP+ MAC1+ double positive, %; measured here: differentiation confirmed by MAC1 staining
Active calls of the source: *; i = inactive; u = inconclusive; x = no result given; + = active, no number; & = joins results of further samples.

SMILES	Insulin prom up	Insulin prom up cell count	WT yeast gro inh	WT yeast gro inh mutant strain	Myeloid diff MLP	Myeloid diff MLP GFP+ MAC1+ %	bCat nuc transl	bCat nuc transl cell count 5 µM	T cell HTS	T cell HTS vesicle-bound %	MT stabilizer	MT stabilizer Hoechst-high %	MT stabilizer cytotoxicity %	Autophagy HCS	Autophagy HCS cell loss 18 h	West Nile antiviral	Hep lipid drop	Hep lipid drop cells 6.5 µM
COc1ccc(CC(=O)NCc2n[nH]c(=S)n2C)cc1	-0.13	1380	-16	-14	i	0.3	0.4	1034	i	47	3.8	1.5	6.7	i	12	0.0%	6	549
CCOC(=O)N1CCC(N2CCCC(C(=O)c3cc(C)c(OC)c(C)c3)C2)CC1 (stereo unspecified)	x	x	5	28	i	0.3	-0.7	939	i	46	2.8	1.7	3.7	i	-15	-1.5%	-16	705
Cc1ccc(NC(=O)c2ccc(S(=O)(=O)N3CCOCC3)cc2)c(C)c1	x	x	x	x	i	0.5	x	x	i	21	x	x	x	x	x	-0.2%	-2	804
CCCCN(C(=O)NC(=O)Nc1ccccc1OCC)S(C)(=O)=O	-0.13	1696	9	3	i	0.7	1.6	1332	i	47	1.5	1.7	6.4	i	-13	-0.6%	x	x
CCOC(=O)c1sc2nc3c(cc2c1N)C(=O)CC(C)(C)C3	0.04	1325	-10	-22	i	0.1	-4.0	567	i	44	3.1	2.1	4.6	i	5	0.1%	17	746
O=C(NCCCN1CCC(Cc2ccccc2)CC1)C1CC(=O)N(C2CCCCCC2)C1 (stereo unspecified)	0.91	800	-6	-13	i	8.7	x	x	i	8	1.4	1.7	6.6	i	-1	2.5%	1	563
COc1ccccc1CN1CCCCCC1	x	x	x	x	i	0.6	x	x	i	52	x	x	x	x	x	-0.4%	7	776
Cc1ccc2nsnc2c1S(=O)(=O)NCc1ccncc1	x	x	19	-7	i	1.1	6.1	486	i	47	2.7	2.6	7.6	i	2	-0.8%	-2	739
CCOc1ncccc1C(=O)NCc1ccccc1	u	x	-13	14	x	x	x	x	i	52	2.9	2.7	4.7	i	0	-0.4%	-1	630
Cc1ccccc1NC(=S)N(C)Cc1cccs1	x	x	2	15	i	0.6	x	x	i	32	2.7	1.9	5.9	i	1	-0.2%	22	779
C/C(=N\NC(=O)CCc1ccc(S(=O)(=O)N2CCOCC2)cc1)c1ccccc1Cl	0.51	1612	-2	6	i	0.4	5.4	962	i	32	2.4	1.8	15	i	0	-0.9%	-6	640
CN(Cc1ccccc1)C(=O)COC(=O)c1ccccc1Nc1ccccc1	-0.15	1478	29	25	i	0.8	0.3	1114	i	4	6.6	1.6	4.4	i	19	-0.2%	-4	607
CNC(=S)N/N=C/c1ccc(OCc2ccccc2)c(Br)c1	-0.2	1282	-4	6	i	0.2	-3.0	631	i	32	4.2	2.1	6.2	i	-9	-0.5%	46	697
CCN(CC)CCOC(=O)C1c2ccccc2Oc2ccccc21	0.71	1229	7	-11	i	0.7	-4.6	1373	i	19	2.6	2.3	1.3	i	3	1.7%	x	x
O=C(C1CCCCC1)N1CCc2ccccc21	-0.86	1286	-16	5	i	0.5	-0.4	1125	i	53	4.5	3.2	5.6	i	6	-0.3%	10	749
Cc1ccc(-n2ncc3c(Nc4cccc(C(=O)O)c4)ncnc32)cc1	-0.53	936	-8	6	i	1.3	-2.3	1185	i	17	1.4	1.4	5.9	i	-7	x	16	765
CCc1ccc(C2C(C#N)=C(N)N(N3CCOCC3)C3=C2C(=O)CC(C)(C)C3)s1 (stereo unspecified)	0.1	1345	-2	-3	i	0.7	-1.9	1118	i	52	1.6	3.8	8.2	i	-1	0.3%	-24	727
c1ccc(-c2ccccc2-n2cnnn2)cc1	x	x	1	7	i	2.0	-1.5	969	i	36	3.3	1.2	1.8	i	-12	0.0%	x	x
Cc1cccnc1Nc1nc(-c2ccccn2)cs1	-0.9	1227	-3	-23	u	x	4.3	1117	i	40	2.1	1.3	3.7	i	78	u	-95	411
COc1cc(C(=O)NCCc2ccc(S(=O)(=O)N3CCCC3)cc2)cc(OC)c1OC	-0.42	1605	-16	-10	i	0.5	-5.6	1019	i	31	0.6	1.1	1.5	i	-8	-0.4%	-25	593

As a short view, 2 of the compounds above.
SMILES	Insulin prom up	Insulin prom up cell count	WT yeast gro inh	WT yeast gro inh mutant strain	Myeloid diff MLP	Myeloid diff MLP GFP+ MAC1+ %	bCat nuc transl	bCat nuc transl cell count 5 µM	T cell HTS	T cell HTS vesicle-bound %	MT stabilizer	MT stabilizer Hoechst-high %	MT stabilizer cytotoxicity %	Autophagy HCS	Autophagy HCS cell loss 18 h	West Nile antiviral	Hep lipid drop	Hep lipid drop cells 6.5 µM
c1ccc(-c2ccccc2-n2cnnn2)cc1	x	x	1	7	i	2.0	-1.5	969	i	36	3.3	1.2	1.8	i	-12	0.0%	x	x
Cc1cccnc1Nc1nc(-c2ccccn2)cs1	-0.9	1227	-3	-23	u	x	4.3	1117	i	40	2.1	1.3	3.7	i	78	u	-95	411

(cont.)
SMILES	Insulin prom up	Insulin prom up cell count	WT yeast gro inh	WT yeast gro inh mutant strain	Myeloid diff MLP	Myeloid diff MLP GFP+ MAC1+ %	bCat nuc transl	bCat nuc transl cell count 5 µM	T cell HTS	T cell HTS vesicle-bound %	MT stabilizer	MT stabilizer Hoechst-high %	MT stabilizer cytotoxicity %	Autophagy HCS	Autophagy HCS cell loss 18 h	West Nile antiviral	Hep lipid drop	Hep lipid drop cells 6.5 µM
O=C(Nc1ccccc1F)Nc1cccc2ccc(O)cc12	0.06	858	x	x	i	0.3	-0.6	1255	i	64	x	x	x	x	x	0.0%	4	596
Cc1cc(C(=O)OC(C(=O)Nc2cccc(C(F)(F)F)c2)c2ccccc2)c(C)o1 (stereo unspecified)	-0.41	1537	48	8	i	1.0	-3.2	1128	i	32	1.7	1.6	8.5	i	8	-0.3%	-2	672
Cn1cc(/C=C2\SC(=O)N(c3ccccc3)C2=O)c2ccccc21	-0.43	1408	4	0	i	0.5	-2.1	1200	i	46	7.5	3.2	8.7	+	44*	-0.1%	-5	658
COc1cc(NC(=S)N2CCCCC2C)cc(OC)c1OC (stereo unspecified)	0.45	1432	24	8	i	0.5	0.0	1437	i	59	1.4	1.4	0.4	i	12	-0.3%	-44	689
Cc1cc(=O)oc2cc(OC(C)C(=O)Nc3ccc(N4CCCCC4)cc3)ccc12 (stereo unspecified)	x	x	x	x	i	3.5	x	x	i	18	x	x	x	x	x	-0.6%	5	841
Cc1ccccc1OCC(O)Cn1c(=N)n(CCN2CCOCC2)c2ccccc21 (stereo unspecified)	0.34&-0.29	1357&1575	-10&2	-18&-6	i	1.0&1.5	-4.2	1089	i	10&21	5.2&2.4	1.5&1.4	7.0&6.3	i	-8&13	0.2%&-0.5%	-13&2	677&656
Cc1ccc(NC(=O)CSc2nnc(-c3cccnc3)n2-c2ccc(C)cc2)cc1	-0.09	1213	-24	-2	i	0.9	1.0	1198	i	32	3.0	1.8	4.6	i	-6	-0.6%	6	744
NC(=O)c1ccc(NC(=O)COC(=O)CCC(=O)c2ccc(Cl)cc2)cc1	-0.23	1327	-12	7	i	0.1	-1.3	1168	i	46	1.6	2.1	4.9	i	5	-0.2%	-3	689
CCn1c2ccccc2c2nnc(SCC(=O)N3CC(C)OC(C)C3)nc21 (stereo unspecified)	1.5	904	5	14	i	1.4	x	x	i	14	2.5	1.3	8.8	i	4	0.0%	12	822
COc1cccc(/C=C2\SC(=O)N(CCC(=O)NC3CCS(=O)(=O)C3)C2=O)c1 (stereo unspecified)	x	x	x	x	i	3.6	x	x	i	7	x	x	x	x	x	-0.8%	-20	740
CC1=C(C(=O)OC(C)C)C(c2ccc(C)o2)C(C(=O)OC(C)C)=C(C)N1	0.77	1035	x	x	i	0.8	-1.1	1356	i	45	x	x	x	x	x	-0.3%	6	672
Nc1ccc(SCc2cccnc2)cc1	x	x	x	x	i	0.7	x	x	i	54	x	x	x	x	x	0.0%	0	807
COc1ccc([N+](=O)[O-])cc1NC(=O)CCS(=O)(=O)c1ccc(Br)cc1	x	x	x	x	i	1.7	x	x	i	54	x	x	x	x	x	-0.9%	-10	784
CN(C(=O)c1cc(COc2ccc(F)cc2Cl)on1)C1CCCc2ccccc21 (stereo unspecified)	x	x	x	x	i	1.3	x	x	i	13	x	x	x	x	x	0.0%	-13	679
O=C(CSc1ncccn1)N/N=C/c1cccs1	0.24	1578	-7	0	i	0.1	0.3	1349	i	8	2.4	1.2	6.0	i	18	-0.5%	x	x
CN(CCCNC(=O)c1ccc(CS(=O)c2ccc(Br)cc2)o1)Cc1ccccc1 (stereo unspecified)	x	x	x	x	i	3.0	x	x	i	6	x	x	x	x	x	-0.3%	-30	699
CC(C)=CC(=O)OCc1cc([N+](=O)[O-])cc2c1OCOC2	-0.27	1226	-1	-1	i	1.3	-5.5	1060	i	21	5.3	2.1	3.9	i	6	0.2%	7	652
CS(=O)(=O)Nc1cccc(-c2cn3c(n2)SCC3)c1	x	x	x	x	i	3.9	x	x	i	24	x	x	x	x	x	0.0%	-13	764
Cc1ccc(S(=O)(=O)N2CCN(C(=O)CC(C)n3nc(C)c(Cl)c3C)CC2)cc1 (stereo unspecified)	x	x	x	x	u	x	x	x	i	16	x	x	x	x	x	-0.4%	8	510
CCOc1cc(CN2CCN(CCc3ccccc3)C(CCO)C2)ccc1OC (stereo unspecified)	-0.52	1449	6	7	i	0.8	-1.7	1021	i	12	5.5	1.4	2.7	i	-20	-0.7%	13	724

Screening results: PubChem BioAssay, several laboratories
